High-throughput results: PubChem, Johns Hopkins Ion Channel Center
Kir21 inh: inhibitors of mouse Kir2.1 inward-rectifier potassium channel; HEK293-Kir2.1, FluxOR thallium flux fluorescence; hits give low values; B-score at 10 µM; actives 0.85% (n = 310,000);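 active = fluorescence ratio B-score at or below minus 3 SD of library scores, with starting-brightness B-score within 2 SD, cut at about -4.2 in these data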;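 also: channel flux triggered by added potassium and thallium sulfate stimulus; B-score of peak minus minimum fluorescence over baseline after thallium stimulus; more negative B-score means stronger Kir2.1 block with less thallium influx; some compounds called inactive have numbers as strong as hits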
Target sequence (P35561 whole entry, looked up): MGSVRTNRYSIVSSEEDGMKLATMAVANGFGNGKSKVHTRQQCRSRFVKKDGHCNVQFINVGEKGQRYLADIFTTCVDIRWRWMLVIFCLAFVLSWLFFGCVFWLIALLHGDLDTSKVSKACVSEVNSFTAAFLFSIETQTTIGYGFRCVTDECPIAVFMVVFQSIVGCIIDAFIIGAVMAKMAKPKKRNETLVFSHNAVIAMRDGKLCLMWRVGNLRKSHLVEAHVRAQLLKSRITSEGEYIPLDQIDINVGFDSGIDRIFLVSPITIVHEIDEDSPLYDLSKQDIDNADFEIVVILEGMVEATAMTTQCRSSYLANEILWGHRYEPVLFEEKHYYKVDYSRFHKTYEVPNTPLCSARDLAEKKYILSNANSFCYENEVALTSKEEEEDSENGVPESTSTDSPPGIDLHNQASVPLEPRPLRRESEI
CHT block: human CHT choline transport inhibition; Q9GZV3; CHT-expressing cells, membrane potential dye, choline response; hits give low values; B-score at 10 µM; actives 0.86% (n = 310,000);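 active = B-score over 3 SD under the library average, and starting fluorescence ratio not unusually high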;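 also: choline stimulus applied at its EC90 after an EC20 pre-addition; B-score computed on integrated fluorescence ratio after choline addition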
Target sequence (Q9GZV3 whole entry, looked up): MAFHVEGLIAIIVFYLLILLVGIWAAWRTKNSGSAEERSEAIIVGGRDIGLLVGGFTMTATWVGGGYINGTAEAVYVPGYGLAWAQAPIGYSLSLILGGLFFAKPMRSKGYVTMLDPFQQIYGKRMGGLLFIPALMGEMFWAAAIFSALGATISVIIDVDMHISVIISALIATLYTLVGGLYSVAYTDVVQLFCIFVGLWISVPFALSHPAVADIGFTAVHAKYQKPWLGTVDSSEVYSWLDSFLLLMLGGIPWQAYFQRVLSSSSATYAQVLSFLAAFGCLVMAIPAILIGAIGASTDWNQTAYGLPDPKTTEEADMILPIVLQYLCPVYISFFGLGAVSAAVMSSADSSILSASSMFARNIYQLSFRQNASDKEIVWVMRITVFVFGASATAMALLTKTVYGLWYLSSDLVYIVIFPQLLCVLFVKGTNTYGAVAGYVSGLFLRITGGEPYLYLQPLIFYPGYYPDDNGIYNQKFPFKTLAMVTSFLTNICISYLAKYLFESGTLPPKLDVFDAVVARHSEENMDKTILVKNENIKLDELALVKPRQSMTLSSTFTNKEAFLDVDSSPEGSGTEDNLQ
KCNQ2 block: KCNQ2 potassium channel inhibitors, primary screen, cell-based, CHO-K1, FluxOR thallium flux, B-score (AID 2156). O88943. 20 min; hits give low values. B-score at 10 µM. actives 1.1% (n = 310,000);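 active = fluorescence ratio B-score at most minus 3 library SDs, with starting brightness B-score within 2 library SDs, cut at about -5.5 in these data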
* hit, by the source's call; i = inactive.

Order of results – Kir21 inh | CHT block | KCNQ2 block
COC(=O)c1ccccc1NC1=C/C(=N\S(=O)(=O)c2ccc(C(=O)O)cc2)c2ccccc2C1=O
→ -0.71 | i | i
Cc1cc(NCCCO)n2nc(-c3cccs3)cc2n1
→ -2 | i | i
Cc1cc(C)n(-c2ccc(C(=O)Nc3sccc3C(N)=O)cc2)n1
→ -0.07 | i | i
COc1ccc(/C=C(/NC(=O)c2ccco2)C(=O)N2CCCC2=O)cc1
→ -0.48 | i | i
COc1cccc(N2CCN(c3ccc4nnc(CCC(=O)Nc5ccc(F)cc5)n4n3)CC2)c1
→ -0.67 | i | i
O=C(CCN1C(=O)C2CC=C(Cl)CC2C1=O)N1CCCCC1 (stereo not given)
→ -0.81 | i | i
CC1CCN(CC(=O)c2cccs2)CC1
→ -0.85 | i | i
CC(C)(C)c1cc(C(=O)NNc2ccc(OC(F)(F)F)cc2)n(Cc2ccccc2)n1
→ -0.1 | i | i
CCN(CC)S(=O)(=O)c1ccc(Nc2ccc(-c3ccc4c(c3)OCCO4)nn2)cc1
→ -0.57 | i | i
O=C(O)Cc1ccc(C(=O)c2ccc(Cl)cc2)s1
→ -0.25 | i | i
O=C(CSc1nnc2ccccn12)NCCN1C(=O)CSC1=O
→ 0.03 | i | i
Cc1c(C)n(C(=O)CN2CCC(C(N)=O)CC2)c2ccccc12
→ 1.2 | i | i
N#Cc1c[nH]n2c(=O)c3c(nc12)CCC3
→ -0.68 | i | i
O=C(O)CCC(=O)NNC(=O)c1ccc([N+](=O)[O-])cc1
→ 1.4 | i | i
CC(=O)c1c(C)[nH]c(C(=O)COC(=O)c2cc(S(=O)(=O)N(C)c3ccccc3)ccc2Cl)c1C
→ -2.4 | i | i
Cn1c(Cl)cnc1C(O)(c1ccccc1)c1ccccc1
→ -1.6 | i | i
NC(N)=Nc1nc(CCN2C(=O)c3ccccc3C2=O)cs1
→ -2.7 | -6.3* | i
Cc1nc(Nc2cccc(O)c2)c2oc3ccccc3c2n1
→ -0.5 | i | i
CN(C)S(=O)(=O)c1cccc(-c2csc(=Nc3ccccc3)n2CCCN2CCOCC2)c1
→ 0.24 | i | i
O=C(NC(Cc1ccccc1)C(=O)O)/C(=C/c1ccc(Cl)cc1)NC(=O)c1ccccc1 (stereo not given)
→ -0.01 | i | i
O=C(NCCS(=O)(=O)NCc1ccc2c(c1)OCO2)c1ccccc1
→ -0.16 | i | i
COc1ccc(/C=N/NC(=O)C(C)Sc2ccccn2)cc1[N+](=O)[O-] (stereo not given)
→ 0.67 | i | i
CN(C)S(=O)(=O)c1ccc(C(=O)Nc2nnc(SCc3cccc4ccccc34)s2)cc1
→ 0.77 | i | i
CSc1cccc(NC(=O)c2[nH]c(C)c(C(C)=O)c2C)c1
→ -0.04 | i | i
CCOc1ccc(OCc2ccc(C(=O)NCc3ccncc3)o2)cc1
→ -0.79 | i | i
CC1=C(C(=O)OCc2ccccc2)C(c2ccc([N+](=O)[O-])cc2)NC(=O)N1CCCC(=O)O (stereo not given)
→ 2.2 | i | i
COc1cc(/C=C2\NC(=S)N(C)C2=O)ccc1OCc1ccccc1F
→ -1.3 | i | i
CCO[C@@H]1OC(C(=O)NCc2nc3ccccc3[nH]2)=C[C@H](C2CCCCC2)[C@H]1CCCO
→ 0.01 | i | i
COc1ccc(CC(=O)Nc2cccc(C(=O)NN3C(=O)c4ccccc4C3=O)c2C)cc1
→ -1.1 | i | i
O=C(O)c1cccc(-c2ccc(/C=N/NC(=O)C3COc4ccccc4O3)o2)c1 (stereo not given)
→ 0.57 | i | i
CCCOc1cccc(OCCSc2nc(C)cc(=O)[nH]2)c1
→ 2.4 | i | i
O=C(CCC(=O)N1CCN(c2ccc(Cl)c(Cl)c2)CC1)c1ccccc1
→ -1.6 | i | i
Cc1nc2ccccc2c(=O)n1-c1ccc(NS(=O)(=O)c2ccc(F)cc2)cc1
→ 1.6 | i | i
O=C1c2ccccc2NC(c2ccc3c(c2)OCCO3)N1c1ccc2c(c1)OCCO2 (stereo not given)
→ 0.12 | i | i
CCOC(=O)c1c(-c2ccc(C)cc2)csc1NC(=O)CCN1CC(C)OC(C)C1 (stereo not given)
→ -1.5 | i | i
O=C(COc1ccc(Br)cc1)N1CCc2ccccc21
→ 0.55 | i | i
O=C(Cn1c(=O)oc2ccccc21)Nc1ccc(Br)cc1
→ -0.54 | i | i
Cc1ccc(C(O)(c2ccccc2)c2ccccc2C(C)N(C)C)c(C)c1 (stereo not given)
→ -3.2 | i | -8.9*
CCCCc1ccc(NC(=O)CSc2nc(=O)n(CCN(CC)CC)c3c2CCCC3)cc1
→ -1.7 | i | i
OCCN1CCN(CC(O)COCC2COc3ccccc3O2)CC1 (stereo not given)
→ -1 | i | i
COC(=O)Cc1[nH]n(-c2nc3ccccc3s2)c(=O)c1C(C)=Nc1ccc(C)cc1
→ -0.89 | i | i
FC(F)Sc1nc(-c2ccccc2)c(-c2ccccc2)n1C(F)F
→ -1.2 | i | i
Cc1ccc(C)c(NCc2n[nH]c(=S)n2-c2ccccc2)c1
→ -3.1 | i | i
CC(C)NCC(O)COCc1ccc(Cl)cc1 (stereo not given)
→ 2 | i | i
CCOC(=O)C1CCN(Cc2nnc(-c3ccccc3C)o2)CC1
→ 1.6 | i | i
COCC(C)OC(=O)c1c(N)n(CCCN2CCOCC2)c2nc3ccccc3nc12 (stereo not given)
→ 2.2 | i | i
CC(C)(C)c1ccc(OC(=O)Cn2c(C(F)(F)F)nc3ccccc32)cc1
→ 0.01 | i | i
O=C(C1CCCN(c2nnc(-n3cccc3)s2)C1)N1CCN(c2ccccc2)CC1 (stereo not given)
→ 1.6 | i | i
O=c1cc(N2CCc3ccccc3C2)[nH]c(=O)n1-c1ccc(Br)cc1
→ -2.6 | i | i
CCCOc1ccc(CC(=O)N/N=C\c2ccc(F)cc2)cc1
→ 0.19 | i | i
COc1cc2c(cc1OC)-c1cc(Nc3ccccc3C)nc(=O)n1CC2
→ -0.12 | i | i
CC(CN1CCOCC1)OC(=O)c1ccc(Cl)cc1Cl (stereo not given)
→ 0.85 | i | i
CCCN1CCN(C(c2cc3cc4c(cc3[nH]c2=O)OCO4)c2nnnn2C(C)(C)C)CC1 (stereo not given)
→ -0.93 | i | i
Nn1c(SCC(=O)Nc2ccccc2)nnc1-c1cccnc1
→ -0.06 | i | i
CCc1ccc(NC(=O)N(CCN2CCOCC2)Cc2ccc3c(c2)CCCN3CC)cc1
→ -1.3 | i | i
CCOC(=O)CNC(=O)Cn1cnc2c(nnn2-c2ccccc2)c1=O
→ 0.49 | i | i
CCOc1ccc2[nH]c(SCC(=O)OC)c([N+](=O)[O-])c2c1
→ 0.7 | i | i
O=C(CN1C2=NCCCN2c2ccccc21)c1cccc(Br)c1
→ -1.1 | i | i
CCOC(=O)C1=C(C)SC2=NS(=O)(=O)CCN21
→ -0.03 | i | i
O=C(Nc1ccc(F)cc1)C1CCC(N2C(=O)c3ccccc3C2=O)CC1 (stereo not given)
→ -0.05 | i | i

The results go on:
Order of results – Kir21 inh | CHT block | KCNQ2 block
COCC(C)n1c(C)cc(C(=O)CSc2nnnn2-c2ccc(O)cc2)c1C (stereo not given)
→ -1.4 | i | i
Brc1ccc(CN2CCCCCC2)cc1
→ 2.8 | i | i
C/C(CC(=O)Nc1cc(C)ccn1)=N\NC(=O)c1cccc(F)c1
→ -0.66 | i | i
c1ccc(-c2cccc(-c3ccccn3)n2)nc1
→ -0.02 | i | i
CCc1noc(C)c1C(=O)NNC(=O)c1nn(CC)c(=O)c2ccccc12
→ -1.5 | i | i
CN1CCN(P(=O)(c2ccccc2)c2nc3ccccc3s2)CC1 (stereo not given)
→ -0.21 | i | i
Cc1ccc(OCC(=O)NCCNC(=O)c2ccncc2)cc1
→ -0.05 | i | i
CCOCCCNC(=O)C(NC(=O)Cc1c[nH]c2ccccc12)c1ccc(OC)cc1 (stereo not given)
→ 0.07 | i | i
CCn1cc(-c2csc(N)n2)c(C)n1
→ 0.42 | i | i
CN(CCOc1ccccc1)S(=O)(=O)c1ccc2oc3ccccc3c2c1
→ 0.64 | i | -7.8*
O=C(NCCn1cc(SCC(=O)N2CCOCC2)c2ccccc21)c1ccccc1
→ 0.9 | i | i
COc1ccc(C(C#N)Nc2ccc(C)cc2)cc1 (stereo not given)
→ -0.09 | i | i
COc1ccc(S(=O)(=O)N2CCN(C/C=C/c3ccccc3)CC2)cc1NC(C)=O
→ -1.2 | i | i
Oc1ccc(-c2[nH]nc(-c3ccccc3)c2-c2nc3ccccc3[nH]2)cc1
→ 2.4 | i | i
COc1ccc(-c2c(C)n([O-])c3c([n+]2=O)CCCCC3)cc1OC
→ -1.6 | i | i
O=C(Nc1ccc(F)cc1F)c1cc2ncc(CCCl)cn2n1
→ -0.24 | i | i
NC(=O)c1cc(NC(=O)c2ccc(NS(=O)(=O)c3cccs3)cc2)cc(C(N)=O)c1
→ 0.17 | i | i
COc1cccc(NC(=O)CSc2nc3ncc(Br)cc3[nH]2)c1
→ -0.28 | i | i
Cc1ccccc1-n1nc(C)c2cc(C(=O)N3CCN(S(=O)(=O)c4ccc(Cl)cc4)CC3)sc21
→ 0.47 | i | i
CCOc1ccc(S(=O)(=O)N(CC)CC(=O)NCc2ccco2)cc1C
→ 0.04 | i | i
O=C1CC(NS(=O)(=O)c2cccnc2)CN1c1cccc(F)c1 (stereo not given)
→ 0.69 | i | i
Cc1nc2c3ccccc3nc(NNC(=O)CCC(=O)NCCN3CCN(c4ccccc4F)CC3)n2n1
→ -0.89 | i | i
Cc1nn(CCC(=O)NNC(=S)NCC(C)C)c(C)c1Br
→ -0.01 | i | i
COc1cc2c(c(OC)c1OC)-c1ccc(N(C)CC(OC)OC)c(=O)cc1[C@@H](NC(C)=O)CC2
→ 0.04 | i | i
O=C(Nc1ccncc1)c1cc(S(=O)(=O)N2CCN(c3ccccc3)CC2)ccc1Cl
→ -0.64 | i | i
Cc1nnsc1-c1nc2ccccc2[nH]1
→ 0 | i | i
O=C(NCCc1ccc(Cl)cc1)c1nnc(Cc2ccc(Cl)cc2)o1
→ -0.2 | i | i
Cc1cc(C(=O)OCC(=O)Nc2nnc(C(C)C)s2)c2ccccc2n1
→ -0.4 | i | i
CCN(CC)c1ccc2c(c1)C(=O)N(C)C2=O
→ 1 | i | i
COc1ccc(-c2cn3cc(C(=O)NN)ccc3n2)cc1
→ 0.74 | i | i

Arranged by formula weight (smallest number first): part of the list above.
Order of results – Kir21 inh | CHT block | KCNQ2 block
COc1ccc(-c2cn3cc(C(=O)NN)ccc3n2)cc1
→ 0.74 | i | i
Cc1cc(C(=O)OCC(=O)Nc2nnc(C(C)C)s2)c2ccccc2n1
→ -0.4 | i | i
O=C(NCCc1ccc(Cl)cc1)c1nnc(Cc2ccc(Cl)cc2)o1
→ -0.2 | i | i
O=C(Nc1ccncc1)c1cc(S(=O)(=O)N2CCN(c3ccccc3)CC2)ccc1Cl
→ -0.64 | i | i
Cc1ccccc1-n1nc(C)c2cc(C(=O)N3CCN(S(=O)(=O)c4ccc(Cl)cc4)CC3)sc21
→ 0.47 | i | i
Cc1nc2c3ccccc3nc(NNC(=O)CCC(=O)NCCN3CCN(c4ccccc4F)CC3)n2n1
→ -0.89 | i | i

Next part.
Order of results – Kir21 inh | CHT block | KCNQ2 block
O=C(O)C1(c2ccccc2)CCN(S(=O)(=O)c2ccc(Cl)cc2)CC1
→ -0.33 | i | i
COc1ccc(S(=O)(=O)Nc2noc3ccccc23)cc1OC
→ 1.3 | i | i
OCCC1CN(Cc2cnc(-c3ccccc3)s2)CCN1C1CCCCC1 (stereo not given)
→ -0.04 | i | i
COc1cccc(OC)c1C(=O)NC(C)c1ccccc1 (stereo not given)
→ -0.04 | i | i
Cc1cc(C)cc(NC(=O)Cn2cc(C=O)c3ccccc32)c1
→ -1.7 | i | i
CC(C)COCC(O)CCC(=O)NNC(=S)Nc1ccccc1 (stereo not given)
→ -0.72 | i | i
Cc1cc(OCc2cc(C(=O)N(C)CCc3cnn(C)c3)no2)cc(C)c1Cl
→ -2.6 | i | i
O=C(CN1CCN(c2ccccc2O)CC1)NNC(=O)c1ccc(Cl)cc1
→ -0.33 | i | i
Clc1ccccc1COc1ccccc1-c1nnco1
→ 0.1 | i | i
O=C(NCC(O)CN1CCOCC1)c1ccc([N+](=O)[O-])cc1 (stereo not given)
→ 0.24 | i | i
CSc1ccc(NC(=O)N2CCN(c3nc4ccccc4s3)CC2)cc1
→ 1.1 | i | i
CCOC(=O)CN1CC23C=CC(O2)C(C(=O)Nc2ccc4c(c2)OCO4)C3C1=O (stereo not given)
→ 0.19 | i | i
COc1cccc(N2CC(O)Cn3c2nc2c3c(=O)n(CCCc3ccccc3)c(=O)n2C)c1 (stereo not given)
→ -0.9 | i | i
COc1ccccc1NC(=O)CSc1nnc(CNC(=O)c2ccccc2F)o1
→ 0.91 | i | i
Cc1ccc(C(=O)COC(=O)c2ccccc2NC(=O)c2ccccc2)cc1[N+](=O)[O-]
→ 0.04 | i | i
CC(C)Nc1nc(NC(C)C)nc(N(C)C#N)n1
→ 1.1 | i | i
Cc1cc(C)c(C#N)c(SCC(=O)C2CC2)n1
→ 0.71 | i | i
O=C(N1CCOCC1)C(F)(F)C(=O)N1CCOCC1
→ 1.1 | i | i
